Screening data: PubChem BioAssay, several laboratories
HSP90 inh – inhibitors of HSP90 luciferase refolding in rabbit reticulocyte lysate | luciferase refolding luminescence, 3 h | inhibition, % at 5.6 µM | 290,000 compounds, 0.91% hits | AID 1789;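 active = inhibition above the screen-wide mean plus 3 SD, computed separately per campaign, cut at about 16% in these data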;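 note: 0% = DMSO wells and 100% = 60 µM geldanamycin wells; inhibitors lower the luminescence because luciferase stays unfolded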
HSF1 activator – increases HSF-1 driven luciferase reporter signal. NIH3T3-HGL HSF-1 luciferase reporter, MG132, 8 h; 100% = twice DMSO control signal. activation, % at 9 µM. 300,000 compounds, 1.7% hits;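 active = mean replicate activation of at least 50% with a set share of replicates each reaching 50%; inconclusive = only one of those two conditions met; inactive = mean below 50% and too few replicates reaching it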;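 note: 0% = median of the neutral control wells and 100% = twice that signal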
PolyA inh – blocks polyadenylation in yeast reporter cells. S. cerevisiae SKY197-pL101 polyadenylation reporter, beta-gal luminescence; efflux-impaired pdr1/pdr3 knockout yeast; score 100 = 6 SD above DMSO. calls only at 12 µM. 300,000 compounds, 0.02% hits. AID 1875;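 active = lowest replicate activity score at least 50, where 100 means six control SD above control mean; inconclusive = lowest score under 50 but half or more replicates reach 50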;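 note: yeast exposed to compound for 9 h at 30 °C; higher score means more reporter readthrough which indicates perturbed polyadenylation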
AI-2 QS mod – modulators of Vibrio harveyi AI-2 quorum sensing system; activity change, % at 7.5 µM; Vibrio harveyi JMH597 AI-2 luminescence/OD600 ratio, 9 h; stronger effect = lower value; strain lacks LuxN and CqsS sensors; 0 = neutral-control median; 300,000 compounds, 0.4% hits; AID 2094; in the data active = activity change below about -75%, passing the limit was not always enough; inconclusive = no clear call, values can overlap the other calls;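 note: luminescence divided by OD600 gain over 9 h not by final OD600 alone; inactives centre near 13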
Dyrk1A ADPGlo – blocks rat Dyrk1A kinase activity. ADP-Glo luminescence, NFATc1 peptide. inhibition, % at 12.5 µM. 310,000 compounds, 0.43% hits. AID 504441; in the data active = inhibition above about 50%;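 note: plate controls were vehicle with enzyme for no effect and no enzyme for full effect; many of its hits are not listed in these tables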
GSK3B inh – inhibitors of human GSK3beta kinase | 300,000 compounds, 0.038% hits | GST-GSK3beta kinase, ADP-Glo luminescence, 60 min; stronger effect = lower value | activity score (negative = inhibition), % at 10 µM | AID 2097 | P49841;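 active = more than half of replicate wells score below -50%, meaning over 50% inhibition versus plate controls; inconclusive = some replicates but at most half score below -50%; inactive = no replicate scores below -50%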;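 note: 0% = median DMSO wells and -100% = median GW8510 positive control wells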
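Assay system: GST-tagged human GSK3beta kinase, cell-free; Input: 1.6 ng GSK3beta; Medium: Tris/MgCl2 kinase buffer; Timing: 60 min enzyme reaction, room temperature; Signal: ADP-Glo luminescence quantifying ADP generated by kinase; Evaluation: score relative to plate controls; Benchmarks: DMSO neutral wells and GW8510 at 20 µM as positive.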
GSK3 alpha inh – blocks human GSK-3 alpha kinase. ADP-Glo luminescence, 60 min. inhibition, % at 10 µM. 320,000 compounds, 0.1% hits. AID 2650;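 in the data active = inhibition above about 50%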;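 note: GST-tagged GSK-3 alpha with peptide substrate and 25 µM ATP; 0% = DMSO neutral wells and 100% = GW8510 positive control wells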
Target sequence (P49840 whole entry, looked up): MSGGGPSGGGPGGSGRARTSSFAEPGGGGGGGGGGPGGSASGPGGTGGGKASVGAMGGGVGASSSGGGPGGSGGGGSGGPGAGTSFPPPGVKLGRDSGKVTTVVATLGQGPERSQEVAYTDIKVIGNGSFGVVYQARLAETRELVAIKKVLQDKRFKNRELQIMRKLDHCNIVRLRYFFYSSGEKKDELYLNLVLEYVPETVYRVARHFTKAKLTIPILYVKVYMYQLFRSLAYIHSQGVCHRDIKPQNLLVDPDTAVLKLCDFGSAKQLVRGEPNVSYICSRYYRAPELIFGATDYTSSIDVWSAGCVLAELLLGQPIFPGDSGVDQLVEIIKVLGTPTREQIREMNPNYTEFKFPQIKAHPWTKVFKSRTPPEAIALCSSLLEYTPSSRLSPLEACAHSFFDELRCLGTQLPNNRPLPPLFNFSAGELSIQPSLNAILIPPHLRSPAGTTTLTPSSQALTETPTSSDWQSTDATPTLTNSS
HDAC3 inhib – human HDAC3 inhibition | recombinant HDAC3, fluorogenic peptide/trypsin coupled, fluorescence | 320,000 compounds, 0.15% hits | O15379 | AID 2718 | inhibition, % at 8.3 µM; in the data active = inhibition above about 26%, passing the limit was not always enough; inconclusive = no clear call, values can overlap the other calls
Target sequence (O15379 whole entry, looked up): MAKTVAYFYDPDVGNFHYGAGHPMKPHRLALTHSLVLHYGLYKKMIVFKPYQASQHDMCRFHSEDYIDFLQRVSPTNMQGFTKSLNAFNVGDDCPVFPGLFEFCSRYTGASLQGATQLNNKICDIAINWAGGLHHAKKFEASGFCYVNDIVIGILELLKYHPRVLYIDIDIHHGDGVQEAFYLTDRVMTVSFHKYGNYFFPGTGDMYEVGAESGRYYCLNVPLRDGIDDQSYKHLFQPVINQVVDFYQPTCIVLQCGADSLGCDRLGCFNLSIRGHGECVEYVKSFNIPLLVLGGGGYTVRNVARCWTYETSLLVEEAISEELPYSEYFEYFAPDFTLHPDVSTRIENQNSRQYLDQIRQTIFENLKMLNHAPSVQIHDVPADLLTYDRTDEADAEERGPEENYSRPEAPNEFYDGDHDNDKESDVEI
HSF1 inh – HSF1 inhibition; activity change, negative = inhibition, % at 7.5 µM (by protocol); 300,000 compounds, 0.77% hits; NIH3T3-HGL HSE-luciferase, MG132-induced, luminescence 8 h; stronger effect = lower value;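 active = more than half of replicate wells show activity change below -50%, luminescence cut by over half; inconclusive = some wells, but at most half, below -50%; inactive = no replicate well below -50%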;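 note: luciferase reports HSF-1 transcriptional activity via heat shock element; 0% = median of DMSO wells and -100% = zero luminescence signal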
Platelet DG rel – platelet dense granule release activity. human platelet-rich plasma, SFLLRN dense granule ATP release, luminescence. inhibition, %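 (compounds screened at 7.5 µM in platelet-rich plasma)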. 300,000 compounds, 0.22% hits;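 active = mean replicate score, as percent of positive control, at or above 50; inconclusive = mean below 50 but at least one replicate at or above 50; inactive = mean and every replicate below 50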
* = called active by the depositor; i = inactive; u = inconclusive; x = no result given.

SMILES	HSP90 inh	HSF1 activator	PolyA inh	AI-2 QS mod	Dyrk1A ADPGlo	GSK3B inh	GSK3 alpha inh	HDAC3 inhib	HSF1 inh	Platelet DG rel
CCNC(C(=O)c1c[nH]c2c(CC)cccc12)c1ccccc1 (stereo not given)	1	3	i	18	4	-1	2	4	14	2
CC(C)c1ccc(NC(=O)CSc2n[nH]c(=O)n2Cc2ccco2)cc1	10	4	i	-26	x	-1	-2	2	1	1
CSC(=NC#N)N1CCN(c2cccc(Cl)c2)CC1	-4	19	i	13	-9	4	0	-5	14	11
COC(=O)c1ccc(C(=O)N(C)C2CCCN(Cc3ccccc3F)C2)nc1 (stereo not given)	2	-16	i	10	10	-7	2	6	7	-3
COc1ccc2[nH]cc(CCNS(=O)(=O)c3ccc(NC(C)=O)cc3)c2c1	2	10	i	39	6	3	-4	5	0	-6
N=c1n(CC(=O)c2cccs2)c2ccccc2n1Cc1ccccc1	0	-6	i	28	x	-2	4	11	-2	-1
C[C@H](NC(=O)N1CCC(Cc2ccccc2)CC1)C(=O)O	-2	23	i	6	-1	-5	1	-5	0	-4
CCOc1ccc(C2C(C(=O)c3cccs3)=C(O)C(=O)N2CCN2CCOCC2)cc1 (stereo not given)	2	-7	i	-4	-3	4	-1	3	3	2
CCOc1ccc(S(=O)(=O)Nc2ccccc2SC)c2cccnc12	2	-1	i	10	-1	0	3	-8	-3	x
c1ccc(CCNc2nc(-c3ccncc3)nc3ccccc23)cc1	1	-11	i	18	x	-4	5	12	-3	-14
C1CCC(Nc2nc3nonc3nc2N2CCSCC2)C1	-1	-9	i	16	-6	-2	x	7	-4	3
CCn1nc(C)cc1C(=O)N(C)C1CCCN(Cc2ccccc2F)C1 (stereo not given)	2	14	i	20	-8	2	0	9	2	0
CCCN(CCC)S(=O)(=O)c1ccc(C(=O)NCc2n[nH]c(=S)n2-c2ccc(Cl)c(Cl)c2)cc1	1	-6	i	26	4	3	-2	9	0	8
COc1ccc(C(=O)NCC(=O)N/N=C/c2cn[nH]c2-c2ccccc2)cc1	6	-11	i	16	0	1	0	-8	3	-8
Nc1c(C(=O)Nc2ccc3c(c2)OCCO3)nnn1Cc1ccc(F)cc1	x	31	x	12	-5	0	-3	-5	28	-4
Cc1cnc(C)c(N2CCN(Cc3cn(C)nc3-c3cccc(Cl)c3)CC2)n1	6	-28	i	6	2	-2	0	1	-10	-2
COc1ccc(OC)c(N/C(C)=C/C(=O)c2ccc(C)o2)c1	3	4	i	14	-3	0	-1	5	0	3
CCCCN(C(=O)c1cc2ccccc2o1)c1c(N)n(CCC)c(=O)[nH]c1=O	4	x	i	9	3	2	-3	u	x	14
O=C(Nc1c2c(nn1-c1ccc(Cl)cc1)CS(=O)(=O)C2)C1CC1	6	-1	i	15	x	1	1	-5	-1	14
CCC(Oc1ccc(C)cc1)C(=O)Nc1ccc(S(=O)(=O)Nc2cc(C)on2)cc1 (stereo not given)	0	-4	i	21	-2	3	-1	-5	-9	4
Nc1ccccc1C(=O)N1CCCC1	3	1	i	3	-4	1	0	-9	-7	1
O=C(Cc1cccc2ccccc12)OCn1nnc2ccccc2c1=O	4	12	i	33	1	1	-1	x	8	-2
CCC/C=C(\CCC)C(NC(=O)c1ccc(C(F)(F)F)cc1)c1ccccc1 (stereo not given)	x	11	i	16	x	-3	0	3	-4	7
CN(C)CCN(Cc1cccs1)S(=O)(=O)c1csc(C(N)=O)c1	-3	9	i	19	x	0	1	0	1	-15
CCOc1cc(CNc2ccc(N(C)C)cc2)cc(Br)c1OCC(=O)NC(C)(C)C	3	-2	i	44	3	-4	0	17	-1	-12
Continued.
SMILES	HSP90 inh	HSF1 activator	PolyA inh	AI-2 QS mod	Dyrk1A ADPGlo	GSK3B inh	GSK3 alpha inh	HDAC3 inhib	HSF1 inh	Platelet DG rel
CN/S(=N/S(=O)(=O)c1ccccc1)c1ccc(C)cc1 (stereo not given)	-3	-17	i	18	-2	-2	-1	0	-8	2
Cc1ccc(C)c2nc(Cl)c(C3NC(=O)c4ccccc4N3)cc12 (stereo not given)	0	14	i	8	-8	0	-2	1	6	-1
C/C=C/C(=O)OCC(=O)Nc1cc(OC)c([N+](=O)[O-])cc1C	2	20	i	5	x	-4	x	x	4	-5
COc1ccc(C(=O)/C=C/C(=O)N(Cc2ccc3c(c2)OCO3)C(C(=O)NC2CCCCC2)c2ccncc2)c(O)c1 (stereo not given)	1	34	i	45	8	0	-1	14	6	12
COc1cc2c(cc1NC(=O)CC1SC(N3CCCC3)=NC1=O)oc1ccccc12 (stereo not given)	1	12	i	41	8	0	0	7	-9	-4
Cc1cc(=O)oc2c3c(cc(OCC(=O)NCCCn4ccnc4)c12)OC(C)(C)CC3	-6	-1	i	2	9	-2	2	-133	-2	2
O=C(COc1ccc2c3c(c(=O)oc2c1)CCCC3)NC(Cc1ccc(Cl)cc1)C(=O)O (stereo not given)	-3	-3	i	7	12	2	-3	-3	-1	-3
Cc1ccc(-n2nnnc2SCC#N)cc1	-3	1	i	-5	8	3	0	-6	-3	2
C/C=C/c1ccc(OCCCN2C(=O)NC(C)(C)C2=O)c(OC)c1	-3	7	i	-1	-6	0	-4	-4	-2	-4
Cc1oc(CC(C)C)cc1C(=O)Nc1cccc2ccccc12	-1	7	i	24	4	1	-3	0	2	-2
O=C(Nc1cccc([N+](=O)[O-])c1)c1cnccn1	1	4	i	32	1	0	-1	-3	1	6
COc1ccc(-c2csc3ncnc(N4CCN(S(=O)(=O)c5cccc(Br)c5)CC4)c23)cc1	x	25	i	18	-2	3	0	x	12	2
CC12COC3(C(=O)Nc4ccccc4F)CC1CCC32C (stereo not given)	4	9	i	9	2	0	0	-9	-6	2
CC(=O)Nc1cc(NC(C)=O)c(N=Nc2ccccc2)cc1C	1	3	i	9	x	1	-2	5	8	-2
CCCCC(=O)c1c(C)cc(C)[nH]c1=O	0	-37	i	6	0	-2	0	-1	-18	4
O=c1c2ccccc2ncn1-c1ccc2c(c1)OCCO2	-1	-4	i	4	-1	2	0	-2	-19	0
CCCCN(C)CCN1C(=O)C2C(C(=O)Nc3ccc(C)cc3)C3C=CC2(O3)C1C(=O)NC1CCCCC1 (stereo not given)	5	3	i	22	-6	-5	2	-2	7	1
O=C(CN1C(=O)C2C3c4ccccc4C(c4ccccc43)C2C1=O)Nc1cccc(C(=O)O)c1 (stereo not given)	2	0	i	17	0	2	-2	4	-3	10
COc1ccc(/C=C/C(=O)C2CC2)cc1COc1cccc(C)c1C	1	-1	i	17	0	1	-2	5	1	1
O=C(NCCN1CCOCC1)c1cc2sccc2n1Cc1ccc(F)cc1	2	-3	i	-3	-2	-4	-2	1	3	5
Cc1c(S(=O)(=O)N(C)C2CCCCC2)c(=O)n(C)c(=O)n1C	x	-7	i	9	10	1	-5	-3	-5	-18
CS(=O)(=O)c1nc(S(=O)(=O)c2ccc(Cl)cc2)c(N2CCN(CCO)CC2)s1	-2	-9	i	-16	7	1	0	2	-2	0
COc1ccccc1-n1c(SCC(=O)Nc2ccccc2C)nc(O)cc1=O	0	8	i	3	-2	1	-1	5	23	7
COc1cc2c(cc1O)C(SC)=NC(C)(C)C2	1	-13	i	9	1	1	-1	-1	-6	-2
O=C(NCc1cccnc1)NC1CC(=O)N(c2ccc3c(c2)OCCO3)C1 (stereo not given)	-7	-11	i	16	1	2	-3	-7	-3	2
The listing continues.
SMILES	HSP90 inh	HSF1 activator	PolyA inh	AI-2 QS mod	Dyrk1A ADPGlo	GSK3B inh	GSK3 alpha inh	HDAC3 inhib	HSF1 inh	Platelet DG rel
Cc1oc(C(C)(C)C)cc1C(=O)NCC(=O)NCC(=O)O	2	1	i	17	-7	2	-3	0	0	4
Cc1ccccc1N1C(=O)C2ON(c3ccccc3)C(c3cccnc3)C2C1=O (stereo not given)	0	-6	i	-3	-1	2	0	0	-1	1
CC1CC(C)CN(C(=O)c2ccccc2Nc2ccc(SC(F)F)cc2)C1 (stereo not given)	-1	16	i	18	5	-6	-3	11	8	0
COc1cc(C)ccc1OCCCCN1CC(C)OC(C)C1 (stereo not given)	-2	0	i	21	-6	1	-1	2	-2	7
CC(=O)N1c2ccccc2NC(=O)C1(C)C	5	14	i	3	-7	-2	-1	-2	-6	2
COc1ccc2c(Cl)c(C(=O)NN3CCN(C)CC3)sc2c1	4	-10	i	31	x	-1	7	5	4	8
O=C(O)c1cnn2c(C(F)F)cc(C(F)F)nc12	-1	-1	i	26	1	1	-2	-5	5	-2
S=C(NCC1CCCO1)c1ccc(Br)cc1 (stereo not given)	-1	-19	i	21	-3	-5	0	-8	-5	-3
CCOCc1nnc(NC(=O)c2cc(OC)cc(OC)c2)s1	-7	-1	i	0	x	2	-1	u	6	-9
O=C(Nc1ccc(Cl)cc1)Nc1ccccc1C(=O)NCc1ccco1	4	49	i	-5	-6	1	-5	9	41	13
CCOc1cc(C2C(C(=O)OC(C)C)=C(C)NC3=C2C(=O)CCC3)cc([N+](=O)[O-])c1O (stereo not given)	1	35	i	-5	-2	1	-2	9	6	8
CCC(=O)Nc1nnc(/C=C/c2ccccc2)s1	-3	25	i	11	1	-2	-1	4	-1	3
N#CC(c1ccc(=O)[nH]n1)c1ccc(Cl)cc1Cl (stereo not given)	-1	-2	i	4	-1	-1	-2	-1	-3	7
CC(=O)C(=Cc1cc(C)n(-c2ccccc2)c1C)C(C)=O	-3	3	i	32	2	-4	-5	4	2	-5
O=C(CC(C(=O)O)c1c(F)cccc1Cl)c1ccc(Cl)cc1 (stereo not given)	-2	-35	i	35	-5	6	-5	3	-21	-11
Cc1ccc(Nc2ncccc2C(N)=O)cc1[N+](=O)[O-]	0	43	i	23	-7	2	3	-1	22	-2
CCCC(=O)N1c2ccc(-c3csc(N)n3)cc2CC1C (stereo not given)	1	9	i	21	35	4	1	4	3	1
Cc1cc(=O)oc(C)c1C(=O)NCCc1ccccc1	3	-4	i	11	1	4	0	3	0	2
NC(=O)c1ccc(C(F)(F)F)n(Cc2ccccc2Cl)c1=O	0	10	i	-8	x	-3	1	-3	6	3
COc1cccc(NC(=O)C2CCCN2S(=O)(=O)c2ccc3c(c2)C(C)(C)C(=O)N3C)c1 (stereo not given)	4	1	i	44	-2	-2	1	0	8	-4
CCOC(=O)c1c(NC(=O)COC(=O)c2c(C)noc2C)sc2c1CCC2	-1	11	i	6	-11	3	3	-6	6	11
CC1CN(C)C(C)c2c1oc1ccc(N)cc21 (stereo not given)	3	26	i	7	12	0	-3	7	9	-19
O=C(Nc1c2c(nn1-c1ccc([N+](=O)[O-])cc1)CS(=O)(=O)C2)c1cccs1	-2	-1	i	-1	x	0	2	9	-7	2

The list is partial; the hit share may differ from the screen's.
